T cell modulator: modulates CD8 T cell binding to vesicles; calls only at 7 µM; 2C CD8+ T cell-vesicle binding, flow cytometry; hits give low values; 0.068% of 330,000 active;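 active = response, share of CD8 T cells binding vesicles, and their 90th percentile fluorescence all below set limits, cut at about 80% in these data, passing the limit was not always enough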
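material = purified 2C TCR transgenic mouse naive CD8+ T cells | controls = Unloaded micro-vesicles (low), QL9 vesicles with 0.7% DMSO (high) | detection = cytometric PE anti-B7-1 and Alexa647 anti-CD8 signals after 1% paraformaldehyde fixation | incubation = binding step 1.5 h, 37 °C, antibody labelling 20 min, ice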
Salmonella PhoP GFP: PhoP-dependent GFP reporter repression – Salmonella Typhimurium, primary screen (AID 1863) | inhibition, % at 50 µM; hits with a dose series show IC50 in µM | 0.16% of 300,000 active | S. Typhimurium PhoP-regulated promoter GFP reporter, 4 h; higher % means a stronger effect;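 active = inhibition over 29.93%, a cutoff 3 SD above the screen mean, later confirmed by dose response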;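 note: 0% = low Mg2+ inducing control and 100% = high Mg2+ repressing control; strong numbers were not always called active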
T cell modulator vesicle-bound %: also measured in T cell modulator; calls as there; double positive events, %; measured here: CD8+ vesicle-bound cell fraction;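 binding gate set so that unloaded-vesicle control wells show 10% double positive cells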
An asterisk follows results filed as active; i = inactive; + = active, no number.

T cell modulator | T cell modulator vesicle-bound % | Salmonella PhoP GFP | SMILES
i | 46 | 30% | O=c1c2cc(Br)ccc2nc(-c2ccccc2)n1O
i | 24 | -4% | CCN1C(=O)N[C@@H](c2ccccc2)[C@@H](C(=O)OC)[C@H]1C
i | 48 | 5% | O=C(NCCS(=O)(=O)N1CCN(c2ccc(F)cc2)CC1)c1ccco1
i | 5 | -8% | CCCCn1c(N)c(N(CCOC)C(=O)c2cccc(N3C(=O)c4ccccc4C3=O)c2)c(=O)[nH]c1=O
i | 27 | -4% | O=C(COc1ccccc1)N1CCN(C(=O)c2ccccc2F)CC1
i | 47 | 10% | COc1ccc(-c2ccc(=O)n(Cc3c(F)cccc3Cl)n2)cc1
i | 18 | -7% | COc1ccc(NC(=O)CSCC(=O)N(C)CCOc2ccc(Cl)cc2)cc1
i | 41 | -4% | Cc1cc(=O)oc2cc(OCC(=O)Nc3ccc4[nH]c(=O)[nH]c4c3)ccc12
i | 48 | 3% | Cc1ccc(N(Cc2ccccc2)C(=O)c2ccc(F)c(S(=O)(=O)N3CCOCC3)c2)cc1
i | 55 | -2% | CN1CCN(CC(=O)Nc2cc(S(=O)(=O)N3CCOCC3)ccc2Cl)CC1
i | 54 | 1% | COC(=O)Cn1c(Cc2ccccc2)nc2ccccc21
i | 41 | 2% | O=C(c1cc(Br)c(Br)s1)N1CCOCC1
i | 26 | 3% | COc1cc2ccc(=O)oc2cc1O
i | 54 | 0% | O=C(Cc1ccccc1[N+](=O)[O-])OCC(=O)c1c[nH]c2ccccc12
i | 19 | -1% | CC(=O)Nc1cccc(NC(=O)CSc2nc(=O)n(CCN3CCOCC3)c3c2CCC3)c1
i | 23 | -4% | Cc1nnc(SCC(=O)N(C)CC(=O)Nc2ccccc2Cl)s1
i | 18 | 2% | CCCC[C@@H]1C[C@H]1[C@@H](NC(=O)c1cccs1)c1ccc(C(F)(F)F)cc1
i | 19 | -1% | COC(=O)c1ccccc1NC(=O)C1(S(=O)(=O)c2ccc(Cl)cc2)CC1
i | 7 | 3% | O=[N+]([O-])c1cccnc1Oc1ccc(OCc2ccccc2)cc1
i | 53 | -4% | CCN(CC(=O)Nc1ccccc1C(F)(F)F)C(=O)C1CCC1
i | 37 | -4% | CCN1C(=O)N[C@@H](c2cccc(C(F)(F)F)c2)C(C(C)=O)=C1C
i | 34 | 11% | O=C(NCc1ccccc1)c1onc(CS(=O)(=O)c2ccc(Cl)cc2)c1C(=O)NCc1ccccc1
i | 36 | 2% | COc1cc(CNn2c(C)n[nH]c2=S)cc(Cl)c1OCC(=O)NC(C)(C)C
i | 26 | 4% | CC(C)N=c1cc2n(-c3ccc(Cl)cc3)c3ccccc3nc-2cc1Nc1ccc(Cl)cc1
i | 45 | 5% | CC(C)(C)N1C(=O)[C@H]2[C@@H](c3ccc(Br)cc3)N3C(=O)N(c4ccccc4)C(=O)[C@@]3(Cc3ccccc3)[C@H]2C1=O
i | 61 | -5% | Cn1c(/C=C/c2ccc(Br)cc2)nc2ccccc2c1=O
i | 29 | 5% | O=C(OCC1OC(Oc2ccc(O)cc2)C(O)C(O)C1O)c1ccccc1 (stereo not drawn)
i | 42 | 0% | CCOc1cc(/C=N/NC(=O)c2cccc(S(=O)(=O)N3CCOCC3)c2)ccc1OCC(=O)N(C)C
i | 16 | 5% | Cc1occc1-c1nnc(SCC(=O)Nc2c(F)cccc2F)n1C
i | 31 | 0% | Cc1nn(-c2ccccc2)c(C)c1NC(=O)COC(=O)[C@@H](NC(=O)c1ccccc1)C(C)C
i | 18 | 3% | CCCNC(=O)C1CCN(S(=O)(=O)c2ccc3c(c2)OCCO3)CC1
i | 51 | 9% | CC(NCC(=O)Nc1cc(Cl)cc(Cl)c1)c1ccccc1 (stereo not drawn)
i | 35 | 10% | COC(=O)N1CCc2c(sc(NC(=O)C3=COCCO3)c2C#N)C1
i | 26 | -5% | CNC(CC(C)C)C(=O)NC1C(=O)NC(CC(N)=O)C(=O)NC2C(=O)NC3C(=O)NC(C(=O)NC(C(=O)O)c4cc(O)cc(O)c4-c4cc3ccc4O)C(O)c3ccc(c(Cl)c3)Oc3cc2cc(c3OC2OC(CO)C(O)C(O)C2OC2C[C@](C)(N)C(O)C(C)O2)Oc2ccc(cc2Cl)C1O (stereo partly drawn)
i | 33 | -6% | CN(CC(=O)Nc1ccc(F)c(F)c1F)C(=O)C1CCCO1 (stereo not drawn)
i | 13 | -5% | Cc1cccc(C)c1NC(=O)C(=O)NCC1CCCN1S(=O)(=O)c1ccccc1 (stereo not drawn)
i | 36 | 11% | COC(=O)[C@H](C)NC(=O)N1CCC(Cc2ccccc2)CC1
i | 51 | -1% | CC(=O)N1CCc2c(sc(NC(=O)CCS(=O)(=O)c3ccc(C)cc3)c2C(N)=O)C1
i | 46 | -9% | COC(=O)Cc1ccc(OC(=O)CCS(=O)(=O)c2ccc(Cl)cc2)cc1
i | 50 | -1% | Cc1ccc(NC(=O)CSCC(=O)N2CCCc3ccccc32)cc1
i | 42 | 3% | CCC(C)Sc1cccc(-c2nc3ccc(Cl)cn3c2NCc2ccccc2)c1 (stereo not drawn)
i | 44 | -3% | O=C(CNC(=O)c1ccc(Br)o1)Nc1ncccc1O
i | 54 | 4% | CCS(=O)(=O)n1c(Cc2cccs2)nc2ccccc21
i | 43 | 0% | CSCCC(NS(=O)(=O)c1cccc(C(F)(F)F)c1)C(=O)N(C)CCOc1ccc(Cl)cc1 (stereo not drawn)
i | 18 | -3% | Cc1ccc(C(=O)NCCC2=CCCCC2)cc1S(=O)(=O)N1CCCCC1
i | 14 | 12% | Cc1ccc(S(=O)(=O)N2CCN(C(=O)CCCOc3ccc(Cl)cc3C)CC2)cc1
i | 55 | -6% | COc1cc(C(C)=O)ccc1OCC(=O)N(CCC1=CCCCC1)c1c(N)n(Cc2ccccc2)c(=O)[nH]c1=O
i | 37 | -3% | CCN(CC(=O)Nc1c(F)cccc1F)C(=O)/C=C/c1ccc(C)o1
i | 50 | -2% | Cc1ccc(-n2c(-c3ccccc3)n[nH]c2=S)c(C)c1
i | 23 | 6% | C=C(C)c1sc(-c2ccccc2)nc1C
i | 7 | 5% | COCCn1c(SC(C)C(=O)NC2CC2)nnc1-c1cccc(C)c1 (stereo not drawn)
i | 51 | 11% | C[C@@]12C(=O)N(c3cccc(Cl)c3)C(=O)N1[C@H](c1ccc(Cl)cc1)[C@@H]1C(=O)N(C3CCCCC3)C(=O)[C@@H]12
+ | 13* | 2% | C=CC(C)(C)c1c(O)c(CC=C(C)C)c(O)c2c(=O)c3ccc(O)c(O)c3oc12
i | 21 | 6% | COc1cc(SC)ccc1C(=O)Nc1cccc(C2OCCCO2)c1
i | 4 | 6% | O=C(COC(=O)c1nc(Cl)ccc1Cl)c1ccc[nH]1
i | 19 | -6% | Cc1c(C(=O)OCC(=O)N2CCCC(C)C2)oc2ccccc12 (stereo not drawn)
i | 44 | -9% | O=C(c1cn(-c2ccccc2)nc1-c1cccnc1)N1CCCC(C(F)(F)F)C1 (stereo not drawn)
i | 49 | 1% | CN(CC(=O)Nc1ccc(F)c(F)c1F)C(=O)C1CC(=O)N(c2ccc3c(c2)OCCO3)C1 (stereo not drawn)
i | 16 | 8% | CN(C)c1ccc(C2/C(=C(/O)c3ccc(Br)cc3)C(=O)C(=O)N2C)cc1 (stereo not drawn)
i | 20 | 11% | CCN1C(=O)[C@H]2[C@@H](c3ccc(-c4ccc(OC)cc4)cc3)N[C@@](CC(C)C)(C(=O)OC)[C@H]2C1=O

(further entries)
T cell modulator | T cell modulator vesicle-bound % | Salmonella PhoP GFP | SMILES
i | 7 | -2% | CC(C)(C)NS(=O)(=O)c1ccc(OCC(=O)NCC2CCCO2)cc1 (stereo not drawn)
i | 54 | 1% | CCN1CCN(c2ccc(S(=O)(=O)N3CCCCC3)cc2NC(=O)/C=C/c2ccc(F)cc2)CC1
i | 43 | -5% | Cc1ccc(NC(=O)C(C)OC(=O)Cn2cnc3ccccc3c2=O)cc1 (stereo not drawn)
i | 47 | -8% | C=CCNC(=O)c1c(CSc2ccc(F)cc2)noc1C(=O)NCCC
i | 58 | 0% | Cc1ccc(N2C(=O)N(CC(=O)Nc3ccc(C)cc3Cl)C(=O)C2C)cc1 (stereo not drawn)
i | 23 | -8% | CC1CCC(NC(=O)N(CCCl)N=O)CC1 (stereo not drawn)
i | 56 | 3% | O=[N+]([O-])c1ccccc1S(=O)(=O)Nc1ccc(-c2ccc(N3CCOCC3)nn2)cc1
i | 8 | 0% | COc1cccc(CN2CC(C(=O)NCCCn3cccn3)CCC2=O)c1 (stereo not drawn)
i | 38 | 5% | Cc1cc(F)ccc1S(=O)(=O)N1CCCCC1CCNC(=O)C(=O)NCc1ccccn1 (stereo not drawn)
i | 21 | -8% | O=C(NCC(=O)N1CCN(C(=O)c2ccco2)CC1)c1ccc(Br)cc1
i | 55 | 5% | CN(C(=O)CSc1nnc(-c2ccc(OC(F)F)cc2)n1N)C1CCS(=O)(=O)C1 (stereo not drawn)
i | 53 | -2% | O=C(NCCC1CCCCN1S(=O)(=O)c1ccccc1)C(=O)Nc1ccc(F)cc1F (stereo not drawn)
i | 53 | -8% | Cc1ccc(C)c(S(=O)(=O)N(C)C2(C)CCS(=O)(=O)C2)c1 (stereo not drawn)
i | 46 | -3% | Cc1ccc(-c2ccnc3c(Br)c(C)nn23)cc1
i | 15 | -9% | COc1cccc(NC(=O)CN(C)C(=O)c2oc3c(ccc4ccccc43)c2C)c1

Quoted from the listing.
Value of Cc1ccc(-c2ccnc3c(Br)c(C)nn23)cc1 under T cell modulator vesicle-bound %: 46
Value of COc1cccc(NC(=O)CN(C)C(=O)c2oc3c(ccc4ccccc43)c2C)c1 under Salmonella PhoP GFP: -9%

In a second layout: entries from further up.
SMILES	T cell modulator	T cell modulator vesicle-bound %	Salmonella PhoP GFP
Cc1ccc(N(Cc2ccccc2)C(=O)c2ccc(F)c(S(=O)(=O)N3CCOCC3)c2)cc1	i	48	3%
CN1CCN(CC(=O)Nc2cc(S(=O)(=O)N3CCOCC3)ccc2Cl)CC1	i	55	-2%

Taken from the results shown (six entries):
T cell modulator | T cell modulator vesicle-bound % | Salmonella PhoP GFP | SMILES
i | 7 | -2% | CC(C)(C)NS(=O)(=O)c1ccc(OCC(=O)NCC2CCCO2)cc1 (stereo not drawn)
i | 54 | 1% | CCN1CCN(c2ccc(S(=O)(=O)N3CCCCC3)cc2NC(=O)/C=C/c2ccc(F)cc2)CC1
i | 43 | -5% | Cc1ccc(NC(=O)C(C)OC(=O)Cn2cnc3ccccc3c2=O)cc1 (stereo not drawn)
i | 47 | -8% | C=CCNC(=O)c1c(CSc2ccc(F)cc2)noc1C(=O)NCCC
i | 58 | 0% | Cc1ccc(N2C(=O)N(CC(=O)Nc3ccc(C)cc3Cl)C(=O)C2C)cc1 (stereo not drawn)
i | 23 | -8% | CC1CCC(NC(=O)N(CCCl)N=O)CC1 (stereo not drawn)

Further results follow:
T cell modulator | T cell modulator vesicle-bound % | Salmonella PhoP GFP | SMILES
i | 24 | 8% | O=C1CC[C@@H](C(=O)O)N1
i | 56 | -6% | CCOc1cc(C(=O)NC(C)CCc2ccccc2)cc(OCC)c1OCC (stereo not drawn)
i | 14 | -4% | CCC1(c2ccccc2)NC(=O)N(CC(=O)NNC(=O)c2ccoc2C)C1=O (stereo not drawn)
i | 14 | 2% | CCCCCCc1ccc(N2C[C@H](CCCCC)[C@@H](CC(=O)NCc3ccccc3)C2=O)cc1
i | 33 | 1% | CCC(=O)c1ccc(OCC(=O)OCC(=O)N2CCCc3ccccc32)cc1
i | 28 | 6% | CCOc1ccc(N2C(=O)Nc3ccc(Br)cc3C2(O)C(=O)NCCCN(C)C)cc1 (stereo not drawn)
i | 55 | 2% | CN1CCN(c2ccc(-c3cccc(NC(=O)COc4ccc(Cl)cc4Cl)c3)nn2)CC1
i | 39 | 3% | Cc1ccc(NC(=O)C2CC(=O)N(c3ccc4c(c3)OCCO4)C2)cc1S(=O)(=O)N(C)C (stereo not drawn)
i | 34 | 6% | CC(C)(c1ccc(O)cc1)c1ccc(O)cc1
i | 44 | 0% | COc1ccc(-c2nnc(SCC(=O)NC3CCCC3)n2C)cc1
i | 39 | 6% | c1ccc(C[C@H]2CNCCN2CCCCC2CCCCC2)cc1
i | 46 | 11% | COc1ccc2c(COC(=O)CCS(=O)(=O)c3ccc(C)cc3)cc(=O)oc2c1
i | 28 | 40µM* | Nc1ncn(C2O[C@H](CO)[C@@H](O)[C@H]2O)c(=O)n1 (stereo partly drawn)
i | 46 | -5% | COc1ccccc1N(CC(=O)NCCN1CCOCC1)S(=O)(=O)c1ccc(C)cc1
i | 13 | -1% | COc1cc(C(=O)OC(C)C(=O)NC2CCCCC2C)c([N+](=O)[O-])cc1OC (stereo not drawn)
i | 12 | 6% | CC(=O)Nc1cccc(NC(=O)c2cccc(S(=O)(=O)N3CCN(Cc4ccccc4)CC3)c2)c1
i | 26 | 6% | COc1ccc(N2CCN(CCNC(=O)Nc3cccc(C)c3C)CC2)cc1
i | 38 | 4% | Cc1c(C(=O)OCC(=O)N2CC(C)CC(C)C2)oc2ccccc12 (stereo not drawn)
i | 48 | 3% | Cc1cc(C(=O)N(C)CC(=O)Nc2cccc(F)c2)no1
i | 57 | -7% | Cc1ccccc1NC(=O)Cc1nc(COC(=O)c2cc([N+](=O)[O-])ccc2NCCO)cs1
i | 31 | -6% | CC1(C)C=Cc2cc(-c3coc4cc(O)cc(O)c4c3=O)cc(O)c2O1
i | 35 | -11% | Cc1c(O)c(=O)n(-c2ccccc2)n1C
i | 2 | 5% | COc1cc2ccccc2cc1C(=O)NCCCN1CCOCC1
i | 47 | -2% | CCCn1c(C(C)Nc2nc(-c3cc(Cl)c(N)c(Cl)c3)cs2)nc2cc(Cl)c(N3CCCCC3)cc21 (stereo not drawn)

From PubChem BioAssay

These rows are one share of the data; count on the stated rates, not on these rows.
